# Assay outcomes as filed in PubChem BioAssay.
# UTI89 phage lysis: protection from phage-mediated lysis, alamar blue read-out – E. coli UTI89, K1F phage, bacterial capsule biogenesis inhibitors (AID 488966) | 340,000 tested, 0.02% active | E. coli UTI89 K1F phage lysis, alamar blue, 2 h; higher % means a stronger effect | inhibition, % at 100 µM; hits with a dose series show IC50 in µM;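 active = phage lysis inhibition, versus mean bacterial control, above a set limit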;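 note: capsule biogenesis inhibitors block K1F phage lysis so surviving cells raise fluorescence; higher fluorescence means more inhibition of phage lysis; actives were called in the ten point dose series up to 300 µM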
# Rac1 GTP hydrolysis: MgcRacGAP GTPase-activating activity inhibitors, confirmation, biochemical, ADP Hunter fluorescence; 340,000 tested, 0.6% active; AID 624330; MgcRacGAP-stimulated Rac1 GTP hydrolysis, ADP Hunter fluorescence; higher % means a stronger effect; GST-tagged Rac1 F28L mutant substrate; inhibition, % at 30 µM, or IC50 in µM where a hit was titrated;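 active = first-screen hits whose inhibition reached a set limit at any dose in the follow-up dose series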;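 note: fluorescence reports GDP produced by GAP-driven GTP hydrolysis; strong numbers were not always called active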
# Dengue-2 NS5 capping: flavivirus cap methylation enzyme inhibition – biochemical, confirmation dose response, primary screen (AID 588689) | 340,000 tested, 0.3% active | Dengue-2 NS5 methyltransferase capping enzyme assay, biochemical; higher % means a stronger effect | inhibition, % at 25 µM, or IC50 in µM where a hit was titrated; in the data active = a potency from the dose series
# The depositor's hits bear a star. This is a subset, so the mix of outcomes need not match the whole.
SMILES,UTI89 phage lysis,Rac1 GTP hydrolysis,Dengue-2 NS5 capping
CCOc1ccccc1C(N)=O,-1.0%,6.0%,-0.7%
